# Source: PubChem
# Anthrax LF prot: blocks Bacillus anthracis lethal factor protease. P15917. multiplex microsphere protease cleavage assay, LF. inhibition, % at 10 µM. 0.12% of 360,000 active. AID 588501; further: plate controls were buffer without enzyme for full effect and enzyme alone for no effect
# SARS 3CLpro inh: SARS-CoV 3CLpro protease inhibition; P0C6X7; inhibition, % at 6 µM; recombinant SARS-CoV 3CLpro, quenched FRET peptide cleavage; AID 1706; 0.14% of 290,000 active; in the data active means inhibition above about 12%
# BoNT-A LC inh2: inhibitors of Botulinum neurotoxin A light chain protease; 0.17% of 360,000 active; multiplex microsphere protease substrate cleavage, flow cytometry; inhibition, % at 10 µM; further: plate controls were buffer without enzyme for full effect and enzyme alone for no effect
# Y pestis TopoI: inhibitors of Yersinia pestis topoisomerase I; activity, % at 10 µM; 0.064% of 360,000 active; Y. pestis Topo-I cleavage product accumulation, plate reader; AID 504884; in the data active means activity above about 50%, passing the limit was not always enough; inconclusive means no clear call, values can overlap the other calls; further: inactives centre near 2
# PrPC TRFRET: reduces human prion protein on the cell surface | cell surface PrPC, TR-FRET read-out | inhibition, % at 13.8 µM | P04156 | 0.43% of 370,000 active; in the data active means inhibition above about 24%; further: 0% = median of the test wells and 100% = reference compound wells
# BH1578 lux ind: inducers of Vibrio cholerae quorum light production without autoinducers | 0.16% of 350,000 active | AID 588436 | V. cholerae BH1578 lux reporter, luminescence, 6 h | activation, % at 18.7 µM; in the data active means activation mostly above about 9.7%, no sharp cut-off; inconclusive means no clear call, values can overlap the other calls; inactive means mostly below about 3.7%; further: not every result past the cut was called active; inactives centre near 0; reference of the scale not given here
# PriA SSB inh: inhibitors of Klebsiella pneumoniae PriA binding to SSB C-terminal tail | AID 1272365 | 0.6% of 430,000 active | inhibition, % at 33 µM | AlphaScreen SSBct-PriA binding, biotinylated peptide; in the data active means inhibition mostly above about 37%, no sharp cut-off; inactive means mostly below about 20%;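 further: plate controls were negative control peptide for no effect and reference peptide for full effect; strong numbers were not always called active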
# TcdB GH inh: inhibitors of Clostridioides difficile toxin B glycohydrolase; TcdB glycohydrolase enzymatic assay, plate reader; inhibition, % at 9.99 µM; 0.24% of 350,000 active; in the data active means inhibition above about 10%
# PfHsp40 yeast: compounds rescuing yeast from Plasmodium falciparum HSP40 toxicity. AID 504582. S. cerevisiae expressing PfHsp40, growth rescue, ATP luminescence. 0.68% of 340,000 active. growth rescue, % at 12.5 µM; in the data active means growth rescue above about 28%, passing the limit was not always enough; inconclusive means no clear call, values can overlap the other calls;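 further: yeast W303a lacking pdr1 and pdr3 grown in galactose medium; growth measured after three days at 30 °C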
# Active calls of the source: *; i = inactive; ? = inconclusive; · = no result given. Unless noted, no stated cut-off is given here; in the data, active means inhibition above about 30%; inconclusive means no clear call, values can overlap the other calls; inactive means below that. This is a subset; rates above refer to the full screens.
1: CC1=C[C@H](C)[C@H](c2c(F)cccc2Cl)CC1=O
2: Cc1cccc(NC(=O)CSCC(=O)N(C)CC(=O)Nc2cccc(F)c2)c1
3: CCCCc1cc(=O)oc2cc(OCC(=O)N3C[C@H]4C[C@@H](C3)c3cccc(=O)n3C4)c(Cl)cc12
4: O=C(CC1Sc2ccccc2NC1=O)NNC(=O)Nc1ccc(Cl)cc1 (stereo not given)
5: COCCN1C=C(C(=O)OC)C(c2ccccc2C(F)(F)F)C(C(=O)OC)=C1
6: O=C(c1cc(C2CC2)nn1-c1ccccc1)N1CCN(c2ncc(C(F)(F)F)cc2Cl)CC1
7: O=C(CN1CCCCCC1)Nc1ccc(Br)cn1
8: CCCc1cc(N2CCOCC2)n2ncc(-c3ccccc3)c2n1

assay / compound | 1 | 2 | 3 | 4 | 5 | 6 | 7 | 8
Anthrax LF prot | -4.4 | -4.1 | -1.7 | 13.3 | -0.6 | -14.2 | -9.6 | 3.4
SARS 3CLpro inh | -8.0 | · | -2.9 | 3.5 | 1.3 | · | 0.5 | 0.2
BoNT-A LC inh2 | -0.6 | 0.1 | -0.4 | -5.6 | 0.4 | 0.2 | ? | 0.7
Y pestis TopoI | -1.2 | 2.5 | 12.9 | 4.4 | -3.7 | 38.5 | -8.6 | -7.8
PrPC TRFRET | · | 1.8 | -1.5 | -1.4 | 8.0 | 0.8 | -12.2 | 6.2
BH1578 lux ind | i | -1.4 | 0.3 | -0.7 | i | -1.9 | 0.9 | -8.3
PriA SSB inh | -5.5 | -19.0 | · | 7.2 | -13.4 | 0.1 | -6.3 | -20.2
TcdB GH inh | · | 2.3 | 0.6 | 0.1 | 1.3 | 0.4 | 0.6 | 1.3
PfHsp40 yeast | -0.7 | 0.6 | -0.1 | -1.5 | 0.2 | 0.1 | -0.3 | 0.0

# Among those listed so far, four contain fluorine.
1: CC1=C[C@H](C)[C@H](c2c(F)cccc2Cl)CC1=O
2: Cc1cccc(NC(=O)CSCC(=O)N(C)CC(=O)Nc2cccc(F)c2)c1
5: COCCN1C=C(C(=O)OC)C(c2ccccc2C(F)(F)F)C(C(=O)OC)=C1
6: O=C(c1cc(C2CC2)nn1-c1ccccc1)N1CCN(c2ncc(C(F)(F)F)cc2Cl)CC1

assay / compound | 1 | 2 | 5 | 6
Anthrax LF prot | -4.4 | -4.1 | -0.6 | -14.2
SARS 3CLpro inh | -8.0 | · | 1.3 | ·
BoNT-A LC inh2 | -0.6 | 0.1 | 0.4 | 0.2
Y pestis TopoI | -1.2 | 2.5 | -3.7 | 38.5
PrPC TRFRET | · | 1.8 | 8.0 | 0.8
BH1578 lux ind | i | -1.4 | i | -1.9
PriA SSB inh | -5.5 | -19.0 | -13.4 | 0.1
TcdB GH inh | · | 2.3 | 1.3 | 0.4
PfHsp40 yeast | -0.7 | 0.6 | 0.2 | 0.1

# Additional structures follow:
9: CC1CC(C)(C)NC(=S)S1 (stereo not given)
10: COc1ccccc1N(CC(=O)NCc1ccccc1)C(=O)CCC(=O)Nc1nccs1
11: CC1=C(N2CCN(c3ncccn3)CC2)CCC1=O
12: COc1ccc(NC(=O)Nc2ccccc2SC)cc1OC
13: CCc1ccc(-c2cc(C(=O)NN3CCN(C)CC3)c3ccccc3n2)cc1
14: O=C(Nc1ccc([N+](=O)[O-])cc1)Nc1ccc(OC(F)F)c(Cl)c1
15: Cc1cc(NC(=O)Cn2cnc3c(nnn3-c3ccc(C)c(Cl)c3)c2=O)no1
16: CCC(C)NC(=O)/C=C/c1cccs1 (stereo not given)

assay / compound | 9 | 10 | 11 | 12 | 13 | 14 | 15 | 16
Anthrax LF prot | 1.2 | 2.9 | -3.9 | 3.2 | -6.1 | -1.7 | 2.8 | 0.7
SARS 3CLpro inh | 5.1 | 2.5 | · | 1.9 | -1.2 | -4.8 | -1.0 | -6.2
BoNT-A LC inh2 | 0.2 | -0.1 | -0.5 | -0.1 | 0.8 | -0.4 | -1.2 | -1.3
Y pestis TopoI | 5.0 | 25.7 | -2.3 | -2.8 | -20.5 | -14.7 | -9.0 | 7.3
PrPC TRFRET | -3.8 | -1.1 | 1.7 | -1.9 | 1.3 | 1.7 | -1.6 | -5.3
BH1578 lux ind | i | -0.2 | i | -0.3 | 0.0 | -0.3 | -0.7 | i
PriA SSB inh | -4.2 | -8.8 | 0.2 | -4.0 | 13.0 | -5.1 | -3.2 | -7.1
TcdB GH inh | · | 0.3 | 0.1 | 0.7 | · | · | -0.8 | 2.7
PfHsp40 yeast | -2.6 | 0.3 | -0.3 | 0.3 | -1.6 | -0.5 | 1.1 | -1.6

17: CC(C)CN(C(=O)CCCSc1nc2ccccc2[nH]1)c1c(N)n(Cc2ccccc2)c(=O)[nH]c1=O
18: CCCSc1nc(N2CCCC2)c2c(c1C#N)CC(C)(C)OC2
19: COc1ccccc1-c1cc(C(=O)N/N=C/c2cccs2)c2ccccc2n1
20: CC1CCCCC1NC(=O)Cn1nc(-c2ccccc2)ccc1=O (stereo not given)
21: COc1ccccc1N(Cc1cc(=O)[nH]c2ccccc12)C(=O)c1ccccc1
22: CCn1cnc2c(cnn2-c2ccccc2)c1=O
23: Nc1c(C(=O)CSc2nnc(-c3ccccc3)o2)c(=O)[nH]c(=O)n1C1CC1
24: Cc1ccc(CN2CCCNC2=O)cc1

assay / compound | 17 | 18 | 19 | 20 | 21 | 22 | 23 | 24
Anthrax LF prot | ? | -4.9 | -5.7 | -8.9 | 2.1 | -1.9 | 11.0 | -2.7
SARS 3CLpro inh | · | -2.8 | 0.9 | -0.2 | 1.9 | -1.8 | · | 0.6
BoNT-A LC inh2 | 1.0 | 1.1 | 0.2 | -0.4 | -1.4 | -0.3 | -0.2 | -0.3
Y pestis TopoI | 8.8 | 3.0 | 6.2 | 2.3 | 2.8 | -2.5 | 4.5 | 1.7
PrPC TRFRET | 4.5 | 4.0 | -5.8 | -1.6 | 7.7 | 1.2 | -7.5 | -1.0
BH1578 lux ind | -0.3 | i | i | -1.7 | i | -1.5 | i | -0.4
PriA SSB inh | -4.8 | -14.2 | · | 1.8 | -13.4 | -17.3 | 3.6 | 0.1
TcdB GH inh | 0.8 | · | · | 1.5 | 1.6 | · | 2.3 | ·
PfHsp40 yeast | 1.3 | 0.0 | 3.6 | -0.8 | -0.2 | 1.9 | 0.2 | 0.9

# Full records, quoted from the list.
# CC1CCCCC1NC(=O)Cn1nc(-c2ccccc2)ccc1=O (stereo not given) is listed as Anthrax LF prot: -8.9; SARS 3CLpro inh: -0.2; BoNT-A LC inh2: -0.4; Y pestis TopoI: 2.3; PrPC TRFRET: -1.6; BH1578 lux ind: -1.7; PriA SSB inh: 1.8; TcdB GH inh: 1.5; PfHsp40 yeast: -0.8
# O=C(CN1CCCCCC1)Nc1ccc(Br)cn1 is listed as Anthrax LF prot: -9.6; SARS 3CLpro inh: 0.5; BoNT-A LC inh2: ?; Y pestis TopoI: -8.6; PrPC TRFRET: -12.2; BH1578 lux ind: 0.9; PriA SSB inh: -6.3; TcdB GH inh: 0.6; PfHsp40 yeast: -0.3

# Next section:
25: c1ccc(Cn2cc(CNc3ccccc3)nn2)cc1
26: COc1ccc([N+](=O)[O-])cc1N(CC(=O)NCc1ccco1)S(C)(=O)=O
27: O=C(CN1CCN(C(C(=O)Nc2ccc(Cl)cc2C(F)(F)F)c2ccccc2)CC1)NC1CC1 (stereo not given)
28: Cc1[nH]c2ccccc2c1/C=N/NS(=O)(=O)c1ccccc1
29: COc1cccc(SCC2CSc3nc4ccccc4c(=O)n32)c1 (stereo not given)
30: Cc1[nH]c(=O)[nH]c(=O)c1S(=O)(=O)N1CCCC(C(=O)N2CCC(Cc3ccccc3)CC2)C1 (stereo not given)

assay / compound | 25 | 26 | 27 | 28 | 29 | 30
Anthrax LF prot | -6.1 | 5.5 | -0.4 | 1.6 | 3.6 | 4.8
SARS 3CLpro inh | · | 3.4 | · | -0.7 | 4.1 | 8.4
BoNT-A LC inh2 | 0.1 | 0.5 | 0.3 | 19.7 | -0.4 | 0.1
Y pestis TopoI | 6.0 | 2.5 | 13.0 | 10.3 | -0.7 | 19.9
PrPC TRFRET | 4.1 | 4.6 | 1.8 | -0.9 | 2.1 | 5.0
BH1578 lux ind | -0.6 | -0.3 | i | -0.2 | i | -0.2
PriA SSB inh | 4.2 | -3.2 | 5.1 | · | -10.2 | -6.4
TcdB GH inh | 1.7 | -0.1 | -0.1 | 1.2 | 0.1 | -0.7
PfHsp40 yeast | 0.2 | 1.4 | -0.5 | 0.3 | 0.2 | -0.7
